Compound activity (PubChem)
HCMV antiviral: inhibitors of human cytomegalovirus | HFF cells, HCMV-luciferase reporter, 72 h; hits give low values | activity change, negative = inhibition, % at 57.5 µM | 410,000 compounds, 4.5% hits; in the data active means activity change below about -60%; inconclusive means no clear call, values can overlap the other calls; inactive means above about -39%
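HFF cells seeded 16 h at 37C, treated with compounds, infected with luciferase-reporter HCMV at MOI 1 PFU/cell; luciferase read at 72 h post infection, normalized to buffer-only and Salinomycin controls.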
FBPA Giardia inh: Giardia lamblia aldolase inhibition | A8B2U2 | 290,000 compounds, 0.71% hits | AID 2451 | purified Giardia FBPA | Potency, µM (top dose mostly 59.6 µM), for the others: top-dose activity, negative = inhibition, most hits filed as inhibitors; further: potency means the concentration at half of the fitted maximal effect; nearly all actives have a fitted effect of over 55% in size
Target sequence (A8B2U2 whole entry, looked up): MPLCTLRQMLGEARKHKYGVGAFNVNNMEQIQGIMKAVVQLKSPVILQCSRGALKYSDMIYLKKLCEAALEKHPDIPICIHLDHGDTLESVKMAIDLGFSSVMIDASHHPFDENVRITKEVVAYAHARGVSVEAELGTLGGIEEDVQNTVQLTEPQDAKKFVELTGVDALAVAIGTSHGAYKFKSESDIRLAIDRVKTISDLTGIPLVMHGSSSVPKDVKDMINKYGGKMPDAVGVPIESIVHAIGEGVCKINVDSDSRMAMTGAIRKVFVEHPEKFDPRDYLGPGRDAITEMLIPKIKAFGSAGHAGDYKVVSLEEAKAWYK
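40 nM FBPA preincubated 10 min at RT with compound (up to 57.5 uM final), then substrate plus GAPDH/TPI/NAD/arsenate coupling and diaphorase/resazurin added. Fluorescence read after 20 min at RT, 525/598 nm.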
AmpC detergent: blocks E. coli AmpC beta-lactamase in detergent assay; AmpC hydrolysis of nitrocefin, absorbance 480 nm, 0.01% Triton; Potency, µM (highest dose often 114 µM), for inactives: top-dose activity change, negative = inhibition, actives largely listed as inhibitors; AID 485294; P00811; 370,000 compounds, 0.041% hits;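 further: potency means the concentration at half of the fitted maximal effect; 0% = no-compound wells and -100% = no-enzyme wells; nearly all actives have a fitted effect of over 25% in size; some results filed as inactive show a strong effect at the top dose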
Target sequence (P00811 whole entry, looked up): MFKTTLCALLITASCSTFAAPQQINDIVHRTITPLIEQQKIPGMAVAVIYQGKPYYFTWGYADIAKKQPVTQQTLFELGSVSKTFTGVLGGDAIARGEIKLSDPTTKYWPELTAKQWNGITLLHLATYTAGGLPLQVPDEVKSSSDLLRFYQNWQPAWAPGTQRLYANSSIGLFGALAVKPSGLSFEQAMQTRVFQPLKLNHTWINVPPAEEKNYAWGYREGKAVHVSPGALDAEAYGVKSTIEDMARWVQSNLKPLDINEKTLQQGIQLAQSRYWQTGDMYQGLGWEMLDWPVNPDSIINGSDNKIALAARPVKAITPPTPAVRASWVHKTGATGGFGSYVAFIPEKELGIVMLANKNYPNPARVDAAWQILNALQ
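AmpC (5.3 nM in the dispensed reagent) in 20 mM phosphate pH 7.0 with 0.01% (detergent screen) or 0.0001% Triton X-100 was preincubated with compounds for 15 min at room temperature. Nitrocefin was then added from an 800 uM solution, and hydrolysis was followed at 480 nm.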
AMA1 RON2 block: inhibitors of Plasmodium falciparum AMA1-RON2 interaction; AlphaScreen AMA1-biotinylated RON2 peptide binding; Potency, µM (top dose mostly 58.2 µM), for the others: at the top dose activity change, negative = inhibition, usual class: inhibitors; 360,000 compounds, 0.2% hits; AID 720542;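 further: potency means the concentration at half of the fitted maximal effect; 0% = vehicle wells and -100% = peptide control; nearly all actives have a fitted effect of over 45% in size; some results filed as inactive show a strong effect at the top dose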
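AMA1 (3D7) with his tag at 25 nM final met compounds first, then biotinylated RON2 peptide at 25 nM; detection used donor plus acceptor beads, 10 µg/mL apiece, read by AlphaScreen after 30 min at room temperature.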
Sm TGR inh: S. mansoni TGR enzyme inhibition; Q962Y6; purified TGR, DTNB reduction, TNB absorbance 405 nm; Potency, µM (top dose mostly 114 µM), without a hit: top-dose activity change, negative = inhibition, usual class: inhibitors; 360,000 compounds, 3% hits; AID 485364; further: potency means the concentration at half of the fitted maximal effect; nearly all actives have a fitted effect of over 60% in size
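TGR 20 nM + NADPH 100 uM (dispensed conc.), cpd preinc 15 min RT; start with NADPH (500 uM addition) then DTNB (15 mM addition). Kinetic TNB absorbance, 405 nm filter. Four-parameter Hill fit across titration.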
HCV inhibitor: blocks hepatitis C virus | Potency, µM (series often up to 41.8 µM), for inactives: at the highest dose activity change, negative = inhibition, actives largely listed as inhibitors | 340,000 compounds, 3.4% hits | Huh7.5.1 HCVcc-Cre infection, luciferase reporter, 44 h | AID 651820; further: potency means the concentration at half of the fitted maximal effect
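Infectious HCVcc-Cre (~0.5 moi) was added to cells just after compound, with cells seeded 4 h earlier at 1,000 per well. Luciferase activity after 44 h culture reported infection; substrate was incubated 15 min at room temperature before reading.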
Active calls of the source: *; ? = inconclusive; / = no result given; & = joins results of further samples; ! = not active in a repeat; [ ] = another dose, or the depositor's remark. Unless noted, the call rests on the fitted dose curve; in most records, active means well fitted curve in the direction sought with a large enough effect; inconclusive means small, poorly fitted or top-dose-only effect, or another doubt; inactive means no such curve, though single readings can be large; an effect the other way counts as inactive or inconclusive. Unless noted, on the % scale 0 is the no-effect control and ±100 the full control effect.

Each structure is followed by: FBPA Giardia inh, AmpC detergent, Sm TGR inh, HCMV antiviral, AMA1 RON2 block, HCV inhibitor
> Cc1cc(C)nc(SCC(=O)N/N=C/c2cccnc2)n1
    /, 2%, 0%, 5, 4%, 17%
> Fc1ccc(Oc2cnns2)cc1
    3%, -5%, 2%, 18, 27%, 24%
> CCN(CC)c1ccc(/C=N/Nc2ccc(C)cc2)c(O)c1
    ?, 2%, 4µM*, -20, ?, 3%
> O=C(Nc1ccccc1)c1cccc(N2CCCS2(=O)=O)c1
    /, -1%, ?, 4, /, /
> CCOC(=O)c1c(O)c(Cl)c(C)[nH]c1=O
    -19%, -2%, -4%, 17, 20%, 3%
> CC(=O)Nc1ccc(-c2csc(-c3cccnc3)n2)cc1
    8%, 6%, -6%, 62, -4%, ?
> COc1ccc2nc(SCC(=O)NCc3ccc(OC)c(OC)c3)[nH]c2c1
    -10%, 3%, 2%, -20, 0%, -14%
> COc1ccc(C(CNC(=O)COc2cc(C)cc(C)c2)N2CCOCC2)cc1 (centres undefined)
    /, 0%, 4%, ?, /, /
> CN(C)CCCn1c(-c2ccccc2)nc(=S)c2c1CCCC2
    -1%, -1%, 45µM*, -1, -3%, 4%
> NC(CSC1(c2ccccc2)c2ccccc2-c2ccccc21)C(=O)O (centres undefined)
    /, /, /, -16, 51%[activator], 7%
> COCCn1nnnc1C(c1ccccc1OC)N1CCc2ccccc2C1 (centres undefined)
    /, /, /, 49, 0%, -3%
> Oc1ccccc1CNc1ccc2c(c1)OCCO2
    -10%, -2%, ?, ?, -4%, 13%
> COC(=O)[C@H]1C[C@@H]1[C@H](NC(=O)c1cccnc1)c1ccccc1
    5%, /, /, -20, -7%, -4%[8.37 µM]
> CCN(CC)CCCN1C(=O)CSC1c1ccc2c(c1)OCO2 (centres undefined)
    0%, 2%, 8%, 29, 0%, -18%
> CC(=O)c1c(C(C)=O)c(C)n(Cc2ccccc2)c1C
    4%, ?, 2%, -18, -1%, 0%

Further entries follow.
Each structure is followed by: FBPA Giardia inh, AmpC detergent, Sm TGR inh, HCMV antiviral, AMA1 RON2 block, HCV inhibitor
> Cn1c(=O)c2c(nc(OCc3ccccc3)n2C)n(C)c1=O
    -3%, -6%, -10%, -26, -1%, ?
> CCS(=O)(=O)N1CCc2cc(C(=O)Nc3cc(OC)c(Cl)cc3OC)ccc21
    /, 15%, -5%, -9, /, /
> CCSc1nc(=S)n(Cc2ccccc2)c(C)c1C(C)=O
    -2%, ?, -8%, ?, -12%, -4%
> O=C(CCS(=O)(=O)c1ccc(Cl)cc1)N1CCN(c2ccccc2F)CC1
    -15%, ?, -14%, 35, 1%, -20%
> CCOc1ccc(NC(=O)CN2CCN(CC(=O)Nc3cc(OC)cc(OC)c3)CC2)cc1
    -3%, -2%, 0%, 33, -1%, -25%
> COc1ccc(-c2[nH]ncc2C2N=C(N)Nc3nc4ccccc4n32)cc1 (centres undefined)
    4%, -9%, -14%, -33, 6%, -7%
> CCN(C(=O)Nc1cccc(Cl)c1)c1ccccc1
    1%, -13%, -2%, 0, 13%, -20%
> Cc1cc(C(=O)N/N=C/c2ccc(N3CCOCC3)cc2)c(C)o1
    -1%, 4%, -24%, 16, 10%, -11%
> O=C(O)C1=CC[C@@H](c2ccc(Cl)cc2)N(S(=O)(=O)c2ccc(Cl)cc2)C1
    /, 0%, ?, 29, -18%, 24%
> C=CCSc1nc2[nH]ncc2c(=O)[nH]1
    0%, 3%, 7%, -38, 3%, 7%
> O=C(CCSc1ccccc1)NCCSCc1ccccc1
    3%, -11%, -18%, -19, 19%[2.32 µM], 13%
> O=C(OCC#CCSc1nnc(-c2ccc([N+](=O)[O-])cc2)o1)c1cccs1
    -22%, 1%, -26%, 5, -16%, -16%
> O=C(NCCN1CCOCC1)C1CCN(Cc2ccccc2O)CC1
    -11%, -5%, 0%, 0, -12%, -10%
> COc1cc(NC(=O)COc2ccccc2Cl)ccc1NC(=O)c1cccs1
    12%, -6%, -13%, 45, -3%, 1.1µM*
> O=C(c1ccc(N2C(=O)C3CC=C(Cl)CC3C2=O)cc1)N1CCOCC1 (centres undefined)
    1%, 5%, /, -11, 4%, 11%

The list continues.
Each structure is followed by: FBPA Giardia inh, AmpC detergent, Sm TGR inh, HCMV antiviral, AMA1 RON2 block, HCV inhibitor
> Cc1ccc(CSc2nnc(-c3ccncc3)n2C)cc1
    -10%, ?, 0%, ?, 13%, 3%
> CSc1nc(N2CCOCC2)c2c(c1C#N)CCCCC2
    15%, ?, -14%, -28, 8%, ?
> CN(CC(=O)N1CCc2ccccc2C1)S(=O)(=O)c1ccc2c(c1)c(=O)n(C)c(=O)n2C
    -2%, ?, -13%, 27, -2%, 0%
> COC(=O)c1c(C)sc(-c2c(-c3ccc4c(c3)OCCO4)[nH]c3[nH]c(=O)[nH]c(=O)c23)c1O
    /, -5%, -10%, -10, /, /
> CCCCn1c(N)c(N(CCC(C)C)C(=O)c2ccc3c(c2)OCO3)c(=O)[nH]c1=O
    /, -4%, 5%, -10, -8%, 6%
> CC1(C)Oc2ccc3ccc(=O)oc3c2[C@H](O)[C@H]1O
    /, 2%, 1%, -4, 72%[activator], 13%
> CC1CCCCN1C(=O)COC(=O)c1cccc(NS(=O)(=O)c2ccccc2)c1 (centres undefined)
    /, -4%, -2%, -5, -3%, -1%[8.37 µM]
> Cc1ccc(CNC(=O)c2cc3c(s2)CS(=O)(=O)C3)cc1
    /, -1%, 1%, -38, -3%, -1%
> O=C(NCCOc1ccccc1F)c1ccccc1SCc1ccc(F)cc1
    -1%, -6%, -8%, -16, -16%, 2%
> Clc1ccc(CCNc2nc3ccccc3n3nnnc23)cc1
    0%, 5%, 1%, -10, -1%, 5%
> Cc1ccc(NN2C(=O)C=CC2=O)cc1
    0%, -14%, -12%, 17, 0%, 5%
> CCc1ccc(NC(=O)c2cnc3scc(C)n3c2=O)cc1
    1%, ?, -1%, -5, 12%, -20%
> O=C(CNS(=O)(=O)c1ccccc1Br)OCC(=O)N1CCc2ccccc21
    0%, -1%, 16%, -1, -1%, 18%
> NC(=O)c1ccc(NC(=O)c2ccc(CN3CCOCC3)cc2)cc1
    3%, -1%, -15%, -8, ?, 20%
> COc1ccc2c(c1)N1CCN=C1N2C
    -8%, ?, 5%, 27, 4%, 4%

Next part
Each structure is followed by: FBPA Giardia inh, AmpC detergent, Sm TGR inh, HCMV antiviral, AMA1 RON2 block, HCV inhibitor
> Cc1nc(-c2cccc(F)c2)sc1CCNC(=O)c1c(F)cccc1Cl
    /, 6%, -4%, -26, /, /
> O=C(COC(=O)COc1ccccc1)NCCC1=CCCCC1
    /, -22%, 4%, -23, -6%, 9%
> CCCCn1c(N)c(N(CC(C)C)C(=O)CCCc2cccs2)c(=O)[nH]c1=O
    /, 2%, 11%, ?, -12%, 23%
> CC(=O)Nc1ccc(C(=O)COC(=O)c2ccco2)c(F)c1
    /, 3%, -1%, 13, -7%, 3%
> COc1ccc(-c2c(C)oc3ccc(C)cc23)cc1
    1%, -14%, 16%, -40, -2%, 8%
> COC(=O)C1=C(c2ccc(OC)c(OC)c2)C[C@@H]2CC[C@H]1N2C(=O)N1CCC(C)CC1
    /, 4%, 4%, -7, 6%, -24%
> O=C(CCN1CCN(Cc2ccccc2)CC1)NNC(=O)c1cc2ccccc2o1
    /, /, /, -5, 60%[activator], -12%
> COc1ccc(-n2c(SCC(=O)Nc3nc(C)cs3)nnc2-c2ccoc2C)cc1
    11%, -2%, -31%, -29, -4%, -18%
> O=C(Cc1ccc(Cl)cc1Cl)OCC(=O)N1CCCCC1
    -1%, ?, 9%, -6, -6%, 2%
> C=CCn1c(=O)c(C(=O)NC(C)c2ccccc2)c(O)c2ccccc21 (centres undefined)
    2%, 2%, -1%, -29, 79%[activator], -19%
> O=S(=O)(c1ccc(Cl)cc1)N1CCC(N2CCCCCC2)CC1
    1%, ?, 6%, 31, -8%, -2%
> CC(C)CCN1C(=O)c2ccc(C(=O)OCn3nnc4ccccc4c3=O)cc2C1=O
    -4%, -3%, -15%, 40, 8%, 3%
> O=C(NNc1nc(-c2ccccc2)c2cc(Br)ccc2n1)c1ccc(S(=O)(=O)N2CCCCC2)cc1
    11%, -6%, -2%, 4, 63%[activator], -2%
> CCCCCCC(=O)Nc1nc(C)c(-c2csc(Nc3cc(Cl)ccc3C)n2)s1
    1%, 1%, 0%, -4, 10%, -7%[8.37 µM]
> Cc1ccc(CNC(=O)C2CCCN(c3nnc(-n4c(C)ccc4C)s3)C2)cc1 (centres undefined)
    /, 20%, ?, 25, /, /

(list continues)
Each structure is followed by: FBPA Giardia inh, AmpC detergent, Sm TGR inh, HCMV antiviral, AMA1 RON2 block, HCV inhibitor
> CC(=O)Nc1cccc(NC(=O)CSc2nccn2Cc2ccco2)c1
    /, 2%&5%, -24%&9%, -70*!, 14%, -25%
> CCCCOc1ccc(N=Cc2cccs2)cc1
    3%, -4%, 7%, -19, -13%, 9%
> CCc1ccc(-n2c(=O)c3sc4ccccc4c3n(CC(=O)NC3CCCCC3)c2=O)cc1
    /, -9%, -2%, 13, /, /
> CCOc1ccccc1Oc1ncnc2c1oc1ccccc12
    /, 9%, 2%, -11, /, /

Among those listed so far, 11 contain an aryl thioether with sulfur outside any ring.
Each structure is followed by: FBPA Giardia inh, AmpC detergent, Sm TGR inh, HCMV antiviral, AMA1 RON2 block, HCV inhibitor
> Cc1cc(C)nc(SCC(=O)N/N=C/c2cccnc2)n1
    /, 2%, 0%, 5, 4%, 17%
> COc1ccc2nc(SCC(=O)NCc3ccc(OC)c(OC)c3)[nH]c2c1
    -10%, 3%, 2%, -20, 0%, -14%
> CCSc1nc(=S)n(Cc2ccccc2)c(C)c1C(C)=O
    -2%, ?, -8%, ?, -12%, -4%
> C=CCSc1nc2[nH]ncc2c(=O)[nH]1
    0%, 3%, 7%, -38, 3%, 7%
> O=C(CCSc1ccccc1)NCCSCc1ccccc1
    3%, -11%, -18%, -19, 19%[2.32 µM], 13%
> O=C(OCC#CCSc1nnc(-c2ccc([N+](=O)[O-])cc2)o1)c1cccs1
    -22%, 1%, -26%, 5, -16%, -16%
> Cc1ccc(CSc2nnc(-c3ccncc3)n2C)cc1
    -10%, ?, 0%, ?, 13%, 3%
> CSc1nc(N2CCOCC2)c2c(c1C#N)CCCCC2
    15%, ?, -14%, -28, 8%, ?
> O=C(NCCOc1ccccc1F)c1ccccc1SCc1ccc(F)cc1
    -1%, -6%, -8%, -16, -16%, 2%
> COc1ccc(-n2c(SCC(=O)Nc3nc(C)cs3)nnc2-c2ccoc2C)cc1
    11%, -2%, -31%, -29, -4%, -18%
> CC(=O)Nc1cccc(NC(=O)CSc2nccn2Cc2ccco2)c1
    /, 2%&5%, -24%&9%, -70*!, 14%, -25%

2 entries from above, with each value named:
Cc1nc(-c2cccc(F)c2)sc1CCNC(=O)c1c(F)cccc1Cl
- FBPA Giardia inh = /
- AmpC detergent = 6%
- Sm TGR inh = -4%
- HCMV antiviral = -26
- AMA1 RON2 block = /
- HCV inhibitor = /
O=C(COC(=O)COc1ccccc1)NCCC1=CCCCC1
- FBPA Giardia inh = /
- AmpC detergent = -22%
- Sm TGR inh = 4%
- HCMV antiviral = -23
- AMA1 RON2 block = -6%
- HCV inhibitor = 9%
